# XIAP antagonists: small molecules displacing peptide from XIAP – biochemical, IAP family, fluorescence polarization (AID 1018) | XIAP BIR domain, fluorescence polarization peptide displacement; higher % means a stronger effect | displacement, % at 20 µM, or IC50 in µM where a hit was titrated | 200,000 tested, 0.007% active; in the data active = displacement above about 50%; note: a part of the inactive calls stands beside numbers as strong as those of hits
# PMI inhibition: MPI inhibition at elevated mannose 6-phosphate – biochemical, fluorescence intensity, high mannose 6-phosphate, primary screen (AID 1220). one-dose inhibition, % at 20 µM; IC50 in µM for titrated hits. 190,000 tested, 0.66% active. recombinant PMI enzyme, coupled fluorescence intensity; higher % means a stronger effect
# M17LAP inhibition: P. falciparum M17LAP inhibitors, primary screen, biochemical, fluorogenic H-Leu-NHMec substrate, 1536-well (AID 1619); recombinant M17LAP, H-Leu-NHMec fluorogenic kinetic assay; higher % means a stronger effect; one-dose inhibition, % at 30 µM; IC50 in µM for titrated hits; 220,000 tested, 0.38% active;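 active = compound inhibiting the enzyme by more than half at any dose during confirmatory dose-response retesting; inconclusive = strong single-dose inhibitors picked by rank but not retested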;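 note: plate controls were full reaction with DMSO carrier for no effect and no enzyme background for full effect; strong numbers were not always called active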
# Dynein transport: blocks dynein driven cargo transport along microtubules; 220,000 tested, 0.47% active; 3617.4 mouse cells, GR-EGFP nuclear translocation imaging; test concentration mostly 20 µM; stimulated with dexamethasone, 1 µM; hits give low values; z-score, hits read low;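 active = plate z-score of nuclear minus cytoplasmic receptor signal below a set negative limit, without overly bright fluorescence or cell loss, cut at about -3.5 in these data, passing the limit was not always enough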;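 note: z-score of nuclear minus cytoplasmic ring GR-EGFP intensity difference per well; some compounds called inactive have numbers as strong as hits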
#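 Medium: Induction medium lacking tetracycline, stripped serum | Probe or stimulus: 1.0 µM final dexamethasone stimulus | Schedule: 48 h induction, then 1 h compound, then 30 min agonist, 37 °C | Signal: Automated 10x imaging of fixed Hoechst-stained cells | Evaluation: Per-cell GR-EGFP intensity, nucleus versus surrounding cytoplasmic ring, well-averaged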
# M1AAP inhibition: malaria alanyl aminopeptidase activity blockers – biochemical, fluorogenic H-Leu-NHMec substrate, 1536-well (AID 1445) | inhibition, % at 30 µM; hits with a dose series show IC50 in µM | recombinant M1AAP, H-Leu-NHMec fluorogenic kinetic assay; higher % means a stronger effect | 220,000 tested, 0.42% active;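 active = primary inhibition above the hit cutoff, then over 50% inhibition at one or more dose response concentrations, cut at about 23% in these data, passing the limit was not always enough; inconclusive = conflicting primary data, or primary hits not chosen for dose response; inactive = low primary inhibition, or under 50% at every dose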;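 note: plate controls were DMSO full reaction for no effect and no enzyme background for full effect; strong numbers were not always called active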
# AID2073: disruptors of CaV2.2 binding to Mint1 – biochemical, HTRF (AID 2073). HTRF protein-protein interaction, Mint1-CaV2.2; higher % means a stronger effect. one-dose inhibition, % at 20 µM; IC50 in µM for titrated hits. 290,000 tested, 0.19% active; in the data active = inhibition mostly above about 51%, no sharp cut-off; inconclusive = no clear call, values can overlap the other calls; inactive = mostly below about 53%; note: some results filed as inactive read as strong as hits
# human PMI inhibition: inhibitors of human PMI, primary screen, biochemical, fluorescence intensity, coupled assay (AID 1209); purified PMI enzyme, coupled fluorescence intensity; higher % means a stronger effect; one-dose inhibition, % at 20 µM; IC50 in µM for titrated hits; 190,000 tested, 0.42% active;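 note: plate controls were DMSO vehicle for no effect and wells lacking substrate for full effect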
# LYP phosphatase: inhibitors of LYP phosphatase, biochemical, fluorescence intensity, uHTS (AID 1779) | inhibition, % at 11.5 µM; hits with a dose series show IC50 in µM | 290,000 tested, 0.054% active | recombinant LYP phosphatase, fluorescence intensity; higher % means a stronger effect;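 note: plate controls were vehicle with enzyme for no effect and no enzyme for full effect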
# Siah-1 displacement: Siah-1 peptide-binding antagonists, primary screen, biochemical, fluorescence polarization, rhodamine-plectin, uHTS (AID 1817); Siah-1 / rhodamine-plectin peptide fluorescence polarization; higher % means a stronger effect; displacement, % at 20 µM, or IC50 in µM where a hit was titrated; 290,000 tested, 0.02% active;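 active = displacement of at least 50% at 20 µM, with a fluorescence ratio check between 0.3 and a set limit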;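 note: plate controls were Siah plus tracer with DMSO for no effect and tracer alone without Siah for full effect; strong numbers were not always called active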
# Dynein transport cytoplasmic EGFP: second read-out of Dynein transport, no call of its own (marks repeat the call); z-score; measured here: cytoplasmic GR-EGFP intensity; hits give high values
# Dynein transport nuclear GR-EGFP: also measured in Dynein transport; calls as there; z-score; measured here: nuclear GR-EGFP intensity;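 lower value marks the stronger effect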
# Dynein transport cell count: second read-out of Dynein transport, no call of its own (marks repeat the call); z-score; measured here: cell count per field
# * hit, by the source's call; ? = inconclusive; . = no result given. Cut-off read from the data, not from the text of the source, unless noted: active = inhibition above about 50%; inactive = the rest. Not all compounds are listed (hit frequency here may not be typical).
compound	XIAP antagonists	Dynein transport	Siah-1 displacement	Dynein transport cell count	Dynein transport nuclear GR-EGFP	M17LAP inhibition	Dynein transport cytoplasmic EGFP	human PMI inhibition	AID2073	PMI inhibition	M1AAP inhibition	LYP phosphatase
CCOc1ccccc1-n1c(O)c(C=NCCCn2ccnc2)c(=O)[nH]c1=O	.	0.41	0%	-0.015	0.64	12%	-0.16	.	8%	.	3%	-8%
CN(C)[C@@H]1C(=O)C(C(N)=O)=C(O)[C@@]2(O)C(=O)C3=C(O)c4c(O)cccc4[C@@](C)(O)[C@H]3[C@H](O)[C@@H]12	-7.0%	-1.3	41%	0.4	-0.043	31%	0.13	10%	18%	53%*	?	1%
Cc1nc2ccccc2c(=O)n1-c1ccccn1	-9.4%	-0.69	4%	-0.047	0.022	2%	-0.18	5%	18%	6%	1%	-9%
CCN(CC)CCNC(=O)c1c(O)c2ccccc2n(Cc2ccccc2)c1=O	-2.6%	0.6	-2%	0.089	-0.68	-2%	-0.23	0%	-1%	10%	-3%	-12%
CCC(=NCc1ccco1)c1c(O)n(C2CCCCC2)c(=O)[nH]c1=O	-2.6%	0.39	0%	0.17	0.12	9%	-0.22	4%	-16%	6%	15%	-3%
CCC(=NCCCN(C)C)c1c(O)n(-c2ccc(OC)cc2)c(=O)[nH]c1=O	-2.1%	-0.94	-4%	0.98	-0.34	2%	-0.3	4%	2%	5%	1%	2%
COc1ccc(C2SCC(=O)Nc3c2c(C)nn3C2CCOC(C)(C)C2)cc1 (stereo unspecified)	-0.7%	0.59	0%	-0.8	1.3	-19%	0.024	10%	-9%	9%	1%	-6%
COc1ccccc1Cn1c(SCC#N)nc2cc(C(=O)N3CCC4(CC3)OCCO4)ccc2c1=O	-3.6%	0.2	3%	0.43	0.25	2%	-0.096	-1%	41%	4%	7%	-7%
N=Cc1c(O)n(-c2ccccc2)c(=O)n(-c2ccccc2)c1=O	.	-0.7	1%	0.82	-0.44	13%	-0.26	.	14%	.	1%	-4%
O=c1[nH]c(=O)n(Cc2ccc(F)cc2)c(O)c1C=NCCCN1CCOCC1	-3.5%	-0.12	-2%	-0.12	0.12	1%	-0.22	3%	23%	-2%	-1%	-4%
Cc1cccc(CS(=O)(=O)Cc2ccc(C(=O)N3CCC4(CC3)OCCO4)o2)c1	1.1%	0.05	-4%	0.91	0.18	-6%	-0.23	8%	-1%	4%	-6%	-1%
O=c1[nH]c(=S)[nH]c(O)c1CN1CCCCC1	-6.1%	-0.56	-1%	0.086	-0.21	13%	-0.16	0%	21%	-3%	1%	-4%
c1ccc2c(N3CCNCC3)nsc2c1	-3.6%	-0.25	6%	0.8	0.15	14%	-0.24	-5%	-13%	-5%	3%	-4%
O=C1CN=C(c2ccc[nH]2)c2cc(Cl)ccc2N1	.	0.28	2%	0.1	0.69	-18%	-0.26	.	5%	.	1%	4%
Cc1cc(/C=C2/C(=O)NC(=O)N(c3ccc(Br)cc3)C2=O)c(C)n1C	.	1.1	4%	-0.63	0.53	0%	-0.16	.	14%	.	4%	-5%
O=c1[nH]c(=S)n(Cc2ccco2)c(O)c1C=NCc1cccs1	-8.3%	-0.58	-5%	0.72	-0.042	4%	-0.11	9%	?	4%	18%	2%
O=C1Nc2ccc(Br)cc2C(c2ccccc2Cl)=NC1O (stereo unspecified)	-1.7%	-0.14	2%	0.21	-0.11	9%	-0.26	-9%	15%	-11%	8%	0%
CN(C(=O)Oc1ccc(C(=O)c2ccc(Cl)cc2)cc1)c1ccccc1	-3.0%	0.12	4%	-0.23	0.34	9%	-0.18	11%	9%	-4%	-4%	4%
Cc1cccc(CNCCc2ccccc2)n1	-4.1%	-0.52	5%	0.36	-0.72	-20%	-0.29	-30%	-2%	-16%	3%	-8%
COC(=O)CSC1=NN1c1cc(C)nc(N)n1	-8.7%	-1	0%	1.2	-0.3	22%	-0.32	2%	-5%	-4%	8%	6%
Cc1ccc(C2N(c3cc(C)on3)C(=O)C3CCCN32)cc1 (stereo unspecified)	-3.8%	0.027	0%	1.1	-0.021	-3%	-0.32	-10%	14%	-2%	-5%	6%
CCC(=O)OC1(c2ccccc2)CCN(C)CC1C (stereo unspecified)	-8.4%	-0.4	-2%	0.15	0.28	4%	-0.29	12%	-2%	10%	5%	-9%
CCOc1cccc(=NC2CCCCC2)c2c(C)[nH]c(C)c12	.	0.14	26%	0.27	0.054	27%	-0.15	.	2%	.	12%	-7%
CNC(=O)ON(C(=O)NC)C1N(C)C(=S)SC1(C)C (stereo unspecified)	-3.1%	-1.2	-4%	0.65	-0.48	-12%	-0.33	19%	-4%	12%	-1%	-6%
O=C(CN1CCCCC1)c1ccccc1Cl	0.4%	-0.33	0%	0.42	-0.5	9%	-0.15	-66%	0%	-103%	5%	-5%
Clc1cccc(N2CCNCC2)n1	-2.3%	0.082	4%	0.11	0.16	-1%	-0.29	14%	-1%	8%	-2%	-9%
CC(=O)OC1(c2ccccc2)CC(C(C)(C)C)CN(C(C)(C)C)C1 (stereo unspecified)	-5.7%	-1.2	-4%	0.7	-0.63	4%	-0.25	-10%	-2%	-14%	5%	-3%
CC(C)N1CCN(Cc2cccc3c2OCO3)CC1CCO (stereo unspecified)	-1.8%	-1	-2%	0.74	-0.37	-5%	-0.16	4%	-9%	1%	0%	-1%
O=C1CN=C(c2ccc(F)cc2)c2oc3ccccc3c2N1	-7.0%	-1.3	3%	0.66	-0.67	-8%	-0.26	-4%	0%	-7%	5%	-3%
CCc1ccc(CN2CCN(Cc3cc(Br)ccc3O)CC2)cc1	-7.3%	0.42	-2%	0.028	0.27	-6%	-0.2	-16%	-10%	-15%	9%	-6%

# (next part)
compound	XIAP antagonists	Dynein transport	Siah-1 displacement	Dynein transport cell count	Dynein transport nuclear GR-EGFP	M17LAP inhibition	Dynein transport cytoplasmic EGFP	human PMI inhibition	AID2073	PMI inhibition	M1AAP inhibition	LYP phosphatase
CCc1nnc(NS(=O)(=O)c2ccc(N=Cc3c(O)n(-c4ccc(Cl)cc4)c(=O)[nH]c3=O)cc2)s1	-5.9%	-0.46	-1%	0.5	-0.22	8%	-0.34	-65%	-1%	-66%	8%	10%
Cc1c(N=Cc2c(O)n(C)c(=O)[nH]c2=O)c(=O)n(-c2ccccc2)n1C	.	0.42	16%	0.25	0.23	6%	-0.2	.	-8%	.	7%	-6%
COc1ccc(C(=O)C2CCCN(Cc3ccc(C)s3)C2)c(OC)c1 (stereo unspecified)	-5.0%	-0.94	2%	0.57	-0.28	.	-0.27	5%	-2%	0%	.	-2%
CCC(=NCCCn1ccnc1)c1c(O)n(-c2ccccc2)c(=O)[nH]c1=O	.	-0.062	7%	-0.32	-0.23	1%	-0.2	.	12%	.	1%	-4%
COc1ccc(CN2CCN(c3ccccc3)CC2)c(C)c1C	0.0%	-0.23	1%	0.49	0.11	5%	-0.24	3%	1%	-3%	7%	-6%
CN(C)S(=O)(=O)c1cccc(-n2sc3ccccc3c2=O)c1	-1.6%	-3.6*	-10%	0.18*	-1.4*	1%	1.3*	5.3µM*	-90%	12µM*	2%	8%
NP(=O)(OCC(F)(F)F)Oc1cccc2ccccc12 (stereo unspecified)	-9.6%	1.6	2%	-0.31	0.71	-4%	-0.3	6%	-3%	11%	1%	0%
Cc1c(C(=O)N2CCC3(CC2)OCCO3)oc2ccc(S(=O)(=O)N3CCCCC3)cc12	-2.2%	1	5%	-1.1	1.7	-4%	-0.077	4%	1%	4%	0%	-4%
Cc1cc(=O)[nH]c(SCc2nc3ccccc3c(=O)n2-c2ccccc2C)n1	-3.1%	-0.12	2%	-0.19	0.56	13%	-0.25	1%	-1%	-3%	4%	-3%
COc1cccc(-n2c(C)nc3ccccc3c2=O)c1	-3.1%	-0.029	1%	0.12	0.34	-9%	-0.17	12%	-2%	8%	6%	-9%
C[C@H]1CC[C@@]2(C)[C@@H](CC[C@@H]3[C@@H]2CC[C@]2(C)[C@@H](O)CC[C@@H]32)C1	.	-0.95	3%	0.18	-0.82	9%	-0.8	.	0%	.	1%	4%
O=c1c2ccccc2nc(-c2ccccc2)n1-c1cccc(O)c1	-9.7%	-0.54	3%	1.6	-0.064	6%	-0.37	2%	0%	-1%	-1%	-6%
Nc1ccccc1C(=O)c1ccccc1	-6.2%	-0.2	1%	-0.13	0.094	-1%	-0.21	10%	0%	21%	2%	-6%
CN1CCc2c(c(N3CCCCC3)nc3n[nH]c(N)c23)C1	0.7%	0.02	-1%	-0.67	0.16	13%	0.66	4%	4%	4%	4%	1%
C#CCOc1cc(C2C3=C(COC3=O)Nc3cc4c(cc32)OCO4)ccc1OC (stereo unspecified)	-3.7%	0.54	10%	0.64	0.55	-5%	-0.23	-3%	24%	-5%	3%	-39%
CCOc1ccc(C2CC(c3c(O)n(C)c(=O)n(C)c3=O)=NN2)cc1 (stereo unspecified)	.	-0.61	1%	0.76	-0.49	-1%	-0.21	.	-7%	.	6%	-5%
CC(C)Oc1cc(-n2c(=S)[nH]c3ccccc3c2=O)c(Cl)cc1Cl	-2.0%	-0.15	0%	0.42	-0.61	2%	-0.19	19%	9%	13%	0%	4%
O=[N+]([O-])c1ccc(N2CCNCC2)cc1NC1CC1	-2.4%	0.77	4%	0.63	0.13	25%	-0.24	10%	-8%	17%	6%	-4%
c1ccc(-c2cc(-c3ccccc3)[n+](-c3ccccc3)c(-c3ccccc3)c2)cc1	.	-0.65	2%	0.41	0.11	21%	-0.16	.	3%	.	2%	-3%
O=c1cccc2n1CC1CC2CN(c2ncnc3c2cnn3-c2ccccc2)C1 (stereo unspecified)	-1.6%	3.9	1%	-1.4	2.5	5%	-0.14	0%	1%	2%	3%	-5%
CCOC(=O)c1c(C)n(Cc2ccccc2)c2ccc(OCC(O)Cn3nc(C)nc3C)cc12 (stereo unspecified)	-4.1%	0.2	-2%	0.52	0.32	-5%	-0.21	16%	9%	14%	6%	5%
Cc1cc(C(=O)Nc2ccccc2)nn1C(C)(C)C	.	0.28	7%	-0.33	0.31	-3%	0.69	.	0%	.	3%	-8%
